Bioassay records as filed in PubChem BioAssay.
Anthrax LF inh2 – inhibitors of Bacillus anthracis lethal factor protease. multiplex microsphere protease cleavage assay, LF. inhibition, % at 10 µM. hit rate 0.12% among 360,000. AID 588501; note: plate controls were buffer without enzyme for full effect and enzyme alone for no effect
Target sequence (P15917 whole entry, looked up): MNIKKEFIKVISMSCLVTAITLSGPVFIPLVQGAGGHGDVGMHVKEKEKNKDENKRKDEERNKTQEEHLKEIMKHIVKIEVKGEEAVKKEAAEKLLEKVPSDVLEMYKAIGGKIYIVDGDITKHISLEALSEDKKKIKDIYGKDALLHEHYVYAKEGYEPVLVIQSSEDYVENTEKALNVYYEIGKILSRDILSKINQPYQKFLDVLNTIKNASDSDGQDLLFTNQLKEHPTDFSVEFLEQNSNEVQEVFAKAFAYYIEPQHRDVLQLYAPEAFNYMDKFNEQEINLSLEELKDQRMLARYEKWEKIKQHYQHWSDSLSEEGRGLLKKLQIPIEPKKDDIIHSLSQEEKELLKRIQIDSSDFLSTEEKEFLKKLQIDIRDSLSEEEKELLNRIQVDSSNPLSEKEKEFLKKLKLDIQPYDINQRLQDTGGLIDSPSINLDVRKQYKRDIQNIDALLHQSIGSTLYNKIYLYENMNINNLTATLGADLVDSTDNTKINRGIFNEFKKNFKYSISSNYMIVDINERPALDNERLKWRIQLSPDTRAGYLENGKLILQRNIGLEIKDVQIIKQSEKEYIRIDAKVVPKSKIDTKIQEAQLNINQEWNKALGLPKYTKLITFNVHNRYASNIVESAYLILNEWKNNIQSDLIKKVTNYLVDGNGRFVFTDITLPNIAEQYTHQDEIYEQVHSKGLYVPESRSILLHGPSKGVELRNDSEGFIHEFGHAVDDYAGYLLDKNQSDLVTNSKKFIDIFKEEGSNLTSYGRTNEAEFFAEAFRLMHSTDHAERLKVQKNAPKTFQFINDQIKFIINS
BoNT A protease – inhibitors of Botulinum neurotoxin A light chain protease. inhibition, % at 10 µM. multiplex microsphere protease substrate cleavage, flow cytometry. hit rate 0.17% among 360,000; note: plate controls were buffer without enzyme for full effect and enzyme alone for no effect
3CLpro inhibitor – SARS-CoV 3CLpro protease inhibition | P0C6X7 | recombinant SARS-CoV 3CLpro, quenched FRET peptide cleavage | inhibition, % at 6 µM | hit rate 0.14% among 290,000; in the data active = inhibition above about 12%
PriA SSB inh – inhibitors of Klebsiella pneumoniae PriA binding to SSB C-terminal tail; hit rate 0.6% among 430,000; inhibition, % at 33 µM; AlphaScreen SSBct-PriA binding, biotinylated peptide; in the data active = inhibition mostly above about 37%, no sharp cut-off; inactive = mostly below about 20%;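 note: plate controls were negative control peptide for no effect and reference peptide for full effect; strong numbers were not always called active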
TcdB GH inh – TcdB glycohydrolase inhibition | inhibition, % at 9.99 µM | hit rate 0.24% among 350,000 | TcdB glycohydrolase enzymatic assay, plate reader; in the data active = inhibition above about 10%
BH1578 lux ind – quorum light induction in luxS cqsA deficient V. cholerae; activation, % at 18.7 µM; hit rate 0.16% among 350,000; AID 588436; V. cholerae BH1578 lux reporter, luminescence, 6 h; in the data active = activation mostly above about 9.7%, no sharp cut-off; note: not every result past the cut was called active; inactives centre near 0; reference of the scale not given here
CCHF vOTU inh – blocks the CCHF virus ovarian tumor domain protease; CCHFV vOTU protease, Pep-AMC fluorescence; inhibition, % at 11.5 µM; hit rate 0.55% among 370,000; in the data active = inhibition above about 30%; note: 0% = vehicle wells with enzyme and 100% = no enzyme wells
DUSP3 inh – inhibitors of human VHR1 phosphatase (DUSP3). P51452. recombinant VHR phosphatase, pNPP absorbance. inhibition, % at 13.3 µM. hit rate 0.52% among 290,000. AID 1654; in the data active = inhibition above about 50%; note: some compounds called inactive have numbers as strong as hits
Target sequence (P51452 whole entry, looked up): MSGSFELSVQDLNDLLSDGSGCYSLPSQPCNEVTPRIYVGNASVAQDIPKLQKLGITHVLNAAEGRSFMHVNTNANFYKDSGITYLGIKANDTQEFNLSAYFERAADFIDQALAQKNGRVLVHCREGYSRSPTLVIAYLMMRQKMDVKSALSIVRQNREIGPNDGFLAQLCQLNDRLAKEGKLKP
Y pestis TopoI – blocks Yersinia pestis topoisomerase I activity; hit rate 0.064% among 360,000; Y. pestis Topo-I cleavage product accumulation, plate reader; activity, % at 10 µM; AID 504884; in the data active = activity above about 50%, passing the limit was not always enough; note: inactives centre near 2
PfHsp40 yeast – restores yeast growth despite PfHsp40 toxicity; S. cerevisiae expressing PfHsp40, growth rescue, ATP luminescence; growth rescue, % at 12.5 µM; hit rate 0.68% among 340,000; AID 504582; in the data active = growth rescue above about 28%, passing the limit was not always enough;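 note: yeast W303a lacking pdr1 and pdr3 grown in galactose medium; growth measured after three days at 30 °C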
* hit, by the source's call; i = inactive; . = no result given; & = joins results of further samples. Cut-off read from the data, not from the text of the source, unless noted: active = inhibition above about 30%; inconclusive = no clear call, values can overlap the other calls; inactive = below that. These rows are one share of the data (hit frequency here may not be typical).

SMILES	Anthrax LF inh2	BoNT A protease	3CLpro inhibitor	PriA SSB inh	TcdB GH inh	BH1578 lux ind	CCHF vOTU inh	DUSP3 inh	Y pestis TopoI	PfHsp40 yeast
CC(NC(=O)COc1ccccc1)C(=O)OCC(=O)c1cc2ccccc2o1 (stereo not given)	2	4.7	0	-8	.	-0.6	-6	2	-6	-0.2
COCCNC(=O)C1(C)CCCN(CCOc2ccc(Cl)cc2)C1 (stereo not given)	6	-0.1	.	.	-0.2	-0.2	4	.	-9	.
CCOC(=O)N1CCN(c2c(N3CCN(c4ccc(F)cc4)CC3)c(=O)c2=O)CC1	-6	-0.3	0	-8	1.9	i	5	25	5	-0.3
O=C(NCc1ccccc1)Nc1cccn(Cc2ccccc2F)c1=O	-7	-1.1	0	3	.	-0.2	-19	-2	5	0.1
O=S1(=O)NC(=NCC(c2ccco2)N2CCCCC2)c2ccccc21 (stereo not given)	-11	0.0	0	-3	-0.2	i	-6	18	8	-0.8
O=C(Nc1ccc(N2CCOCC2)cc1)c1csc([C@H]2C[C@H](O)[C@@H](CO)O2)n1	-2	-0.2	.	.	-0.7	-0.4	8	.	3	.
Cc1ccc(Cn2nnc3c(=O)n(Cc4cccc(C)c4)cnc32)cc1	2	0.5	-1	-4	.	-0.9	2	18	42	0.9
Cc1ccc(C)c(NC(NC(=O)c2cccnc2)C(Cl)(Cl)Cl)c1 (stereo not given)	-1	-0.1	4	-17	.	1.4	-12	10	1	-0.1
O=C(Nc1ccnc(-c2cccnc2)n1)c1ccccc1Cl	0	-0.4	4	-4	.	-0.1	8	7	-1	-0.3
CCOc1ccccc1NS(=O)(=O)c1cccc2nsnc12	-3	0.6	3	5	.	3.6	1	10	9	-1.4
O=C(Nc1ccccc1)N1CCC(C(=O)N2CCN(S(=O)(=O)c3cccc(F)c3)CC2)CC1	-4	-0.2	3	-6	.	i	-1	28	5	-2.4
CCc1ccc(C(=O)NNC(=O)CCN2CCN(Cc3ccccc3)CC2)cc1	-4	-0.8	1	-4	1.2	i	5	6	-3	0.4
Cc1cccc(C)c1NC(=O)CN(C)C(=O)CSCc1c(C)noc1C	1	2.2	.	-17	1.3	-7.1	3	.	2	-0.4
O=C1CCCC2=C1C(c1ccncc1)Nc1ccccc1N2 (stereo not given)	-4	-0.8	-1	-3	.	i	6	18	-12	-0.6
C[C@H](CO)N1C[C@H](C)[C@@H](CN(C)S(=O)(=O)c2ccccc2)OCc2cnnn2CCCC1=O	-2	-0.5	.	.	-1.0&-2.0&-0.1	-0.4	17	.	0	.
COc1cccc(/C=N\NC(C)=O)c1OC/C=C/c1ccccc1	-3	-1.0	1	.	1.8	-0.3	6	-5	7	1.6
CSCC(=O)N1CCCC(CO)(CCCc2ccccc2)C1 (stereo not given)	-6	-3.0	-3	-3	1.7	i	-12	-23	14	-1.1
COCC(C)NC(=O)c1cc2c(ccc3ccccc32)oc1=O (stereo not given)	9	0.1	0	-20	0.0	-0.3	-344	15	2	-0.2
COc1ccc(C(=O)NCCCOc2cccnc2)cc1OC1CCN(C(C)=O)CC1	-1	0.6	-5	9	0.3	0.0	18	10	9	1.0
O=C(Nc1cc(Cl)ccc1F)c1ccc(-n2cncn2)c([N+](=O)[O-])c1	-1	2.9	.	0	1.4	-0.3	23	.	-4	-0.7
O=C(CCc1ccccc1)N[C@@H]1c2ccccc2CC[C@@H]1OCc1ccccc1	-4	-0.1	.	-7	-0.2	i	-6	.	0	-0.8
CC(=O)c1ccc(OCC(=O)NCC(c2ccco2)N2CCCCC2)cc1 (stereo not given)	1	-0.6	1	-5	0.8	-0.4	10	7	3	-1.3
CCOC(=O)Oc1ccc(C(=O)OCCCN(C)C)cc1OC	2	0.1	0	-5	1.3	-0.2	1	3	4	-0.3
Cc1cc(C)c(S(=O)(=O)N2CCN(c3ccccc3)CC2)c(C)c1	-5	-5.3	2	-9	2.7	-1.8	8	-3	-4	3.8
Cc1c(Cc2c(Cl)cccc2Cl)c(=O)ccn1C(C)c1ccccc1 (stereo not given)	-5	0.2	-1	17	.	.	0	34	38	52*
CC(=O)OCc1c(F)c(F)c(-n2nc(C)cc2C)c(F)c1F	1	0.1	-2	-20	.	-0.3	1	24	-7	3.2
CC1CCCC(C)N1C(=O)COC(=O)c1ccc(F)c(S(=O)(=O)N2CCOCC2)c1 (stereo not given)	-1	-0.4	-3	-6	0.3	0.1	9	20	3	0.1
O=C(CSc1nnc(-c2ccc(Cl)cc2)n1-c1ccccc1)N/N=C/c1ccccc1C(=O)O	-2	4.5	2	.	0.1	-0.3	11	3	10	-0.3
Cc1ccc(NC(=O)CN(C)C(=O)Cc2ccc3c(c2)CCC3)cc1	4	-1.1	.	-6	1.1	i	13	.	13	-1.0
Cc1ccc(NC(=O)C2CC(=O)N(C(C)C)C2)cc1C (stereo not given)	-8	-3.4	2	-2	1.2	-2.1	-7	4	4	-0.6
C[C@@H](NS(=O)(=O)c1ccc(Br)cc1F)[C@@H](O)c1ccccc1	-3	-0.9	.	-1	-6.1	-1.1	25	.	8	1.3
Cc1ccc(/C=N\NC(=O)CC(=O)NCCc2ccccc2)cc1	-4	0.3	0	.	1.2	i	-13	27	1	1.4
Cc1ccc(S(=O)(=O)Nc2ccccc2C(=O)N2CCCCC2C)c(C)c1NS(C)(=O)=O (stereo not given)	10	2.5	-5	-15	1.4	-0.2	-5	16	-13	-0.2
CS/C(N)=N/C(=S)Nc1cccc(Cl)c1	10	-0.9	-1	.	0.0	-0.3	-1	10	2	3.6
O=C(CCc1ccccc1)NCc1ccccn1	-3	-0.9	-4	-4	.	i	0	9	-2	-0.9
COC(CNC(=O)C1CCN(S(=O)(=O)c2cccc3nsnc23)CC1)OC	-1	1.4	4	-6	3.7	-0.5	12	21	-3	-2.3
O=C1c2ccccc2C(=O)N1CCCP(=O)(O)CCc1ccccc1	5	0.8	-4	-9	.	-0.5	5	-1	-2	-0.8
Cc1ccc(/C=C2\SC(=S)N(CC(=O)Nc3cccnc3)C2=O)cc1	-2	-1.3	5	-11	1.1	2.3	5	-2	5	-0.6
CCN(CC)CCCNCC(=O)Nc1cc(C)on1	1	0.0	0	-1	-1.0	0.0	-7	17	2	0.0
CCc1ccc(CN2CCN(C(=O)Cc3ccccc3)CC2)cc1	-5	-1.1	0	-11	1.1	i	-9	18	25	0.2
COc1ccccc1CC(=O)Nc1ccc(NC(=O)c2cccs2)cc1	0	-3.1	-5	-5	-0.9	-1.3	10	31	31	-0.3
O=[N+]([O-])c1ccc2nc(-c3ccccc3)[nH]c2c1	-1	-0.2	-2	-7	5.6	i	2	-11	0	0.9
N#C/C(=C/c1cn[nH]c1-c1ccc(Br)cc1)C(=O)O	-3	-0.6	1	-8	0.3	-1.1	0	16	-12	0.1
COc1ccccc1-n1c(CNC(=O)c2ccco2)nnc1SCC(=O)Nc1cc(C)ccc1C	-5	-1.2	2	-20	.	i	2	27	4	-0.1
C[C@@H](C(=O)Nc1ccc2ccccc2c1)[C@@H]1C[C@@]1(C)[C@@H](NC(=O)c1ccccc1)c1ccccc1	5	-0.6	0	-7	-0.9	i	-4	-15	8	-0.8
S=C(c1cn(CCOc2cccc3ccccc23)c2ccccc12)N1CCCC1	8	12	-1	8	.	-1.6	6	-8	1	-0.7
CCOC(=O)c1ccc(S(=O)(=O)Nc2cc(C(=O)O)ccc2Cl)cc1	0	0.5	-1	-7	9.4	-0.6	-8	9	-4	-0.5
O=[N+]([O-])c1ccc(O)c(-c2cc(C(F)(F)F)nc(-c3ccccc3)n2)c1	-6	-0.5	3	-7	-0.4	i	2	6	1	-1.3
O=C(c1ccccc1)N1CCC(c2nc3c(nnn3Cc3ccccc3Cl)c(=O)[nH]2)CC1	4	0.4	-2	-5	0.8	i	3	45	40	0.7
COc1ccc(-c2cc(C(=O)N3CCN(Cc4ccc5c(c4)OCO5)CC3)on2)cc1OC	0	-0.6	3	5	2.2	-2.6	-9	6	10	2.0
COc1ccc(S(=O)(=O)N2CCOCC2)cc1NC(=O)CCOc1ccc(C(C)(C)C)cc1	0	-3.3	.	-8	-0.3	-2.3	3	.	21	0.4
Cn1c(O)c(N=NC(=O)CNC(=O)c2ccccc2)c2ccccc21	3	-5.8	-5	-8	1.1	-0.5	-10	53*	2	-0.8
CCCCC(=O)Nc1c(-c2cccc(OC)c2)c(=O)c2ccccc2n1C	-10	-3.9	-1	-5	1.4	-1.0	-13	58*	2	0.2
CCOC(=O)c1cnc(-n2nc(C)cc2C)nc1Nc1cccc(C(=O)O)c1	1	1.1	5	-1	.	i	-9	21	-1	-0.3
CCOC(=O)c1cc(NC(=O)c2ccccc2)c(=O)oc1-c1ccccc1	-4	-0.9	0	-5	.	i	0	-20	-2	1.2
CCOc1ccc(NC(=O)N(C2CCCCCC2)C2CCN(C(C)=O)CC2)cc1	-3	-0.2	3	2	.	i	2	17	9	-0.1
O=C(CC1(O)C(=O)Nc2ccccc21)c1ccccc1O (stereo not given)	-2	-0.3	1	-4	.	4.2	-7	27	9	-1.0
O=C(NC(C(=O)c1ccccc1)N1CCOCC1)c1ccccc1 (stereo not given)	-2	2.6	-1	-23	.	-3.2	-6	-4	-7	1.2
O=C(c1ccc(NS(=O)(=O)c2ccccc2)cc1)N1CCCCCC1	-2	-1.1	0	1	0.0	-0.3	-7	-4	3	-0.1
Cc1nn(CC(=O)N2CCc3ccccc3C2)c(C)c1[N+](=O)[O-]	-2	-1.1	2	-6	0.6	-0.5	5	34	3	1.0

More compounds follow.
SMILES	Anthrax LF inh2	BoNT A protease	3CLpro inhibitor	PriA SSB inh	TcdB GH inh	BH1578 lux ind	CCHF vOTU inh	DUSP3 inh	Y pestis TopoI	PfHsp40 yeast
CCCCN1C(=O)C(=O)N(CC(=O)Nc2ccc(C(N)=O)cc2)C1=O	3	-0.2	.	-14	1.5	i	5	.	-3	-1.7
O=C(Nc1cc(Cl)ccc1O)c1snnc1-c1ccccc1	5	-1.5	6	5	.	-0.5	-4	33	-12	-0.7
Cc1ccc(NC(=O)C2CCN(S(=O)(=O)c3ccc4c(c3)CCCC(=O)N4)CC2)c(Br)c1	-1	0.5	-2	2	0.1	-0.5	-8	23	-1	-0.6
CCO[C@@H]1OC(C(=O)N2CCOCC2)=C[C@H](C)[C@H]1CCCO	-3	0.3	2	-3	1.7	i	-15	10	-1	-1.1
Nc1nc(N)nc(-c2cc([N+](=O)[O-])ccc2O)n1	-5	-0.3	.	1	1.5	-0.4	-3	.	4	0.1
Cc1ccc(Nc2nc(C)cc(C)c2C#N)c(C)c1	0	-0.1	.	.	-0.7	i	1	.	15	.
COc1ccc(C(=O)NNC(=O)c2ccc3ccccc3c2)cc1	-2	-0.1	.	1	0.5	i	-6	.	0	0.2
CC(Sc1ccccc1)C(=O)Nc1cccc(N(C)S(C)(=O)=O)c1 (stereo not given)	-3	-1.9	1	3	.	-0.3	-9	11	8	-0.2
Cc1nc(Sc2nnnn2C)c2c3c(sc2n1)CCC3	1	0.4	1	-10	.	-0.5	2	19	3	0.3
